Assay outcomes from PubChem.
Hck-Nef inh = inhibitors of human Hck kinase activated by Nef; inhibition, % at 20 µM; 220,000 tested, 0.68% active; P08631; Recombinant Hck-YEEI plus Nef, Z-Lyte FRET kinase assay;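 active = Hck-Nef kinase inhibition above about 50%, limit read from the data; inactive = inhibition below that limit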;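 also: 0% = DMSO with Hck plus Nef and 100% = Hck alone without Nef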
Target sequence (P08631 whole entry, looked up): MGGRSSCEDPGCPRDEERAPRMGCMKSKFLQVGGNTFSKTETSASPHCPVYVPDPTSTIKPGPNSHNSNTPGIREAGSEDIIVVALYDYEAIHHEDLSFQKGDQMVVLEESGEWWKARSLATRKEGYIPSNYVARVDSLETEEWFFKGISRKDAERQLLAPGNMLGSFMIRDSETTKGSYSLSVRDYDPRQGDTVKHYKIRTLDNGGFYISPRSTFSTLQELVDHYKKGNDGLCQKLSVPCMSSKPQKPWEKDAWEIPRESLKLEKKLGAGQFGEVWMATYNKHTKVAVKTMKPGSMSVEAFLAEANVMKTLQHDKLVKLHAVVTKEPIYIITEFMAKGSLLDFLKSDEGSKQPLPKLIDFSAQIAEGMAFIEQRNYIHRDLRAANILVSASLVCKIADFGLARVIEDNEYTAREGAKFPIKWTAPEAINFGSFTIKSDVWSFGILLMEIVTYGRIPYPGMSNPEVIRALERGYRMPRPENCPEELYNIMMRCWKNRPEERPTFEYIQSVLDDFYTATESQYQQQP
eIF4E 4G PPI = blocks eIF4E binding to eIF4G; P63073+Q04637; TR-FRET eIF4E-eIF4GI(517-606) binding, 2 h; inhibition, % at 21.7 µM; 220,000 tested, 0.37% active;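 active = inhibition above about 30%, limit read from the data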;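 also: 0% = full FRET control wells and 100% = background wells lacking eIF4GI fragment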
EP2 mod = modulators of human EP2 prostaglandin E2 receptor; P43116; EP2-expressing cells, cAMP HTRF FRET, PGE2 co-stimulation; induction, % at 25 µM; 260,000 tested, 0.83% active; AID 940;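 active = compounds whose cAMP rise, as percent of the full-agonist control response, exceeds 60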;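 also: rat C6 glioma line stably carrying human EP2 under a CMV promoter; the protocol text gives 20 µM as final concentration; 100% = response of wells given 1 µM PGE2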
Calpain2 inh = inhibitors of pig calpain II; purified calpain II, fluorogenic peptide substrate, 30 min; inhibition, % at 16 µM; 220,000 tested, 0.37% active;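 active = inhibition above about 50%, limit read from the data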
PGE2 EP2 inh = EP2 receptor (human) inhibition; C6 glioma cells expressing human EP2, cAMP TR-FRET; cells stimulated with saturating PGE2; 260,000 tested, 0.52% active; inhibition, % at 25 µM; P43116;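 active = percent inhibition above 40 after rounding to a whole number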;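 also: rat C6 glioma host cells with rolipram phosphodiesterase inhibitor present; the protocol text gives 20 µM as final concentration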
Tb hexokinase = T. brucei hexokinase 1 inhibition | recombinant TbHK1, G6PDH-coupled NADH A340 | inhibition, % at 10 µM | 220,000 tested, 0.11% active | AID 1430;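 active = inhibition of 50% or more in the single-dose primary screen; inactive = inhibition below 50%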
zVAD death inh = blocks zVAD induced death of L929 cells; viability rescue, % at 10 µM; L929 zVAD necroptosis rescue, ATP luminescence, 24 h; with zVAD 60 µM; 220,000 tested, 0.38% active;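 active = activation, scaled between plate controls, above about 75%, limit read from the data; inactive = activation under that limit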;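 also: 0% = zVAD with DMSO and 100% = DMSO alone without zVAD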
Rad51 HR inh = blocks human Rad51 in homologous recombination. inhibition, % at 10 µM. Q06609. 200,000 tested, 0.085% active. hRad51 DNA strand exchange, fluorescence dequenching;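 active = inhibition above 40% at the single screening dose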;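 also: 0% = DMSO control wells and 100% = blanks with heterologous ssDNA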
Target sequence (Q06609 whole entry, looked up): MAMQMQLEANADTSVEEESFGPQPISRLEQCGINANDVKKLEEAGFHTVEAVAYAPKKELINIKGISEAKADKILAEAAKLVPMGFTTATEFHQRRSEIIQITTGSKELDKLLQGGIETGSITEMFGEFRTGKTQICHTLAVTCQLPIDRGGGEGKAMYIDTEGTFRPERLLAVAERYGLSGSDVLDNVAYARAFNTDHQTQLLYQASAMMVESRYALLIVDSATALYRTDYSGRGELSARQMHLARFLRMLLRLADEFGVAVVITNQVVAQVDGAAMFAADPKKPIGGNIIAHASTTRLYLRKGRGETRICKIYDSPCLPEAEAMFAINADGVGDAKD
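Test system – preformed human Rad51 ssDNA filaments · Reagent – Donor/quencher-labelled 47-bp dsDNA substrate · Incubation – 37 °C 15-min filament assembly, 30-min compound preincubation, 15-min exchange · Signal – FRET fluorescence dequenching, excitation 485 nm, emission 520 nm · Read-out – percent inhibition from fluorescence, normalised to plate control and blank means · Benchmarks – plate control and blank wells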
14-3-3 Bad PPI = disrupts binding of bovine 14-3-3 zeta to phospho-Bad peptide. TR-FRET 14-3-3zeta/Dy647-pBad peptide displacement, 1 h. P63103. inhibition, % at 21.7 µM. 220,000 tested, 0.71% active;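 active = inhibition above about 70%, limit read from the data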;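 also: 0% = full 14-3-3 plus peptide FRET controls and 100% = background without 14-3-3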
An asterisk follows results filed as active; / = not tested or not shown; & = joins results of further samples; [ ] = remark or other dose. This is a subset (hit frequency here may not be typical).

The line under a structure holds: Hck-Nef inh	eIF4E 4G PPI	EP2 mod	Calpain2 inh	PGE2 EP2 inh	Tb hexokinase	zVAD death inh	Rad51 HR inh	14-3-3 Bad PPI
[1] COC(=O)c1ccc(C23CC4(C2)[C@H](CN(Cc2ccc(-c5ccccc5)cc2)[C@@H]4c2ccccc2)C3c2ccccc2)cc1 (stereo not given in full)
 : 22	-1	-15	-56	16	-14	0.5	-6	-4
[2] CN1C(=O)C(O)(C2COC(C)(C)CC2=O)c2cc(Br)ccc21 (stereo not given)
 : -1	1	11	-5	11	0	0.3	10	3
[3] COc1ccc(S(=O)(=O)N(CCCN2CCOCC2)Cc2cccc(OC)c2OC)cc1
 : 4	5	2	-21	8	-3	-0.7	-9	5[fluorescence artefact?]
[4] Nc1ccccc1Sc1ccccc1[N+](=O)[O-]
 : -17	-4	61*	41	11	-8	1.3	/	-2
[5] Clc1ccccc1-c1nc2ccccc2c2nc3ccccc3n12
 : 4	3	43	15	2	-7	0.9	17	6
[6] O=C(NC(C(=O)c1ccccc1)N1CCCCC1)c1ccccc1 (stereo not given)
 : -6	5	15	29	12	0	0.1	0	15
[7] Cn1c(-c2ccc3c(c2)OCO3)cnc1NCc1ccccc1
 : 1	1	-10	-2	5	1	0.1	-5	57[fluorescence artefact?]
[8] Cc1ccc(NC(=O)CSc2ccc3nnc(CCNC(=O)c4ccccc4)n3n2)c(C)c1
 : 4	2	5	18	3	-3	-0.7	6	0[fluorescence artefact?]
[9] CCN1CCN(c2ccc(NC(=O)c3cnccn3)cc2)CC1
 : 25	-1	-18&-1	-13	10&6	-21	1.1	4	-8
[10] CC(=O)NCCC(=O)N1CCc2c([nH]c3ccccc23)C1c1cccc(Cl)c1 (stereo not given)
 : 21	5	-71	-4	7	-7	0.0	6	-7
[11] Cc1ccc(NC(=O)CCN2CCN(C/C=C/c3ccccc3)CC2)cc1
 : -19	5	-29	-15	5	0	2.1	6	33
[12] CCCOc1ccc(C(=O)NCC(c2ccco2)N(C)C)cc1 (stereo not given)
 : 1	-2	-4	-5	8	3	1.4	0	6
[13] CC(C)C(C)NC(=O)COc1ccc(-c2ccccc2)cc1 (stereo not given)
 : 0	-13	-21	18	9	0	0.3	4	1
[14] O=C(/C=C/c1c(Cl)cccc1Cl)N1CCN(c2ncccn2)CC1
 : 1	-2	-12	30	14	-2	0.1	6	3
[15] O=C1CCCCC1Sc1nnc(Cc2cccs2)n1CCc1ccccc1 (stereo not given)
 : -6	-3	1	-30	31	-1	0.9	-1	-3
[16] Cc1cc(C)nc(NC2=NCC(=O)N2c2ccc(F)c(Cl)c2)n1
 : 2	7[fluorescence artefact?]	-12	-11	13	2	-0.2	-5	3[fluorescence artefact?]
[17] Fc1ccc2nc(Nc3nc4cc5c(cc4s3)OCO5)sc2c1
 : 10	18	-25	-42	7	-13	0.2	-30	49
[18] Cc1cnc(-c2nnc(N(C)C(=O)C3CCOC3)s2)cn1 (stereo not given)
 : 2	-1	22	-199	/	-18	-0.4	/	0
[19] O=S(=O)([O-])C/C(=C\c1ccc(Cl)cc1)c1cc[n+](CCO)cc1
 : 21	4	29	-24	4	-21	4.2	6	-9
[20] CCc1ccccc1NC(=S)N(CCCN(C)C)Cc1cc2cc3c(cc2[nH]c1=O)OCO3
 : 20	7	2	-180	13	-18	-0.4	27	-11
[21] Cn1c(=S)[nH]c2c(c1=O)C(C)(C)Cc1ccccc1-2
 : 10	-1	52	30	22	-4	-0.8	-1	-7
[22] CN1C(=O)N(C)C2(c3ccccc3)Nn3c(s/c(=C/c4ccco4)c3=O)=NC12c1ccccc1 (stereo not given)
 : 2	6	26	-17	7	0	0.3	5	-7
[23] COc1ccc(NC(=O)c2cc3c(s2)CCC(C)C3)cc1S(=O)(=O)N1CCOCC1 (stereo not given)
 : 4	20	-38	-67	7	-17	4.0	-10	-4
[24] CCCOC(=O)Nc1ccc(S(=O)(=O)Nc2ncccn2)cc1
 : 28	-3	7	-17	1	-9	0.3	3	-3
[25] O=c1c2nncn2c2cccnc2n1CCNc1ncc(C(F)(F)F)cc1Cl
 : 23	-7	-8	11	4	8	-0.3	29	5
[26] CCSc1nnc(NC(=O)c2cccnc2)s1
 : 2	2	6	2	3	-32	0.1	3	7
[27] CC(=O)NC(=S)Nc1ccc(NC(=O)c2cccs2)cc1
 : 4	-3	1	-3	7	-2	2.1	-1	3
[28] COc1ccc(-c2nc(SCC(=O)N3CCOCC3)n[nH]2)cc1
 : 8	3	28	-28	14	6	-0.2	-17	11[fluorescence artefact?]
[29] COc1ccc(NC(=O)CN2CC(C)OC(C)C2)cc1Cl (stereo not given)
 : -28	-1	3	5	2	12	0.4	1	1
[30] CN(C)C(=O)C[n+]1ccc(C(N)=O)cc1
 : 21	-4	6	10	11	-8	-0.2	-5	3

Rewritten field by field: entries from further up.
[22] CN1C(=O)N(C)C2(c3ccccc3)Nn3c(s/c(=C/c4ccco4)c3=O)=NC12c1ccccc1 (stereo not given)
  Hck-Nef inh: 2
  eIF4E 4G PPI: 6
  EP2 mod: 26
  Calpain2 inh: -17
  PGE2 EP2 inh: 7
  Tb hexokinase: 0
  zVAD death inh: 0.3
  Rad51 HR inh: 5
  14-3-3 Bad PPI: -7
[23] COc1ccc(NC(=O)c2cc3c(s2)CCC(C)C3)cc1S(=O)(=O)N1CCOCC1 (stereo not given)
  Hck-Nef inh: 4
  eIF4E 4G PPI: 20
  EP2 mod: -38
  Calpain2 inh: -67
  PGE2 EP2 inh: 7
  Tb hexokinase: -17
  zVAD death inh: 4.0
  Rad51 HR inh: -10
  14-3-3 Bad PPI: -4

The list continues.
The line under a structure holds: Hck-Nef inh	eIF4E 4G PPI	EP2 mod	Calpain2 inh	PGE2 EP2 inh	Tb hexokinase	zVAD death inh	Rad51 HR inh	14-3-3 Bad PPI
[31] Cc1cc(=O)n2[nH]c(N3C(=O)CCC3=O)nc2n1
 : 1	-4	2	-13	20	13	-0.1	3	27
[32] CC(=O)N(c1ccc(C)cc1)C1C=CS(=O)(=O)C1 (stereo not given)
 : 1	4	11&-7	-3	10&11	-12	0.3	9	2
[33] O=C(Oc1ccc2c(-c3ccccc3)cc(=O)oc2c1)c1cccs1
 : 4	6	24	-13	2	23	0.6	6	-15
[34] CCOC(=O)C1CCCN(Cc2c(C(=O)N3CCOCC3)nc3ccccn23)C1 (stereo not given)
 : 6	1	20	-22	7	0	-0.1	/	-2
[35] c1ccc(COC2CCCN(Cc3nc(-c4cnccn4)no3)C2)nc1 (stereo not given)
 : -6	1	1	7	1	-9	0.5	/	-5
[36] COc1ccc(CN2CCN(c3ccc(F)cc3)CC2)c(OC)c1OC
 : 1	19[fluorescence artefact?]	-11	-4	7	-4	-0.4	3	-8[fluorescence artefact?]
[37] CCn1c(=O)n(CC(=O)Nc2cc(OC)c(OC)c(OC)c2)c(=O)c2ccccc21
 : 0	-7	6	-6	10	-9	-0.3	-1	-8
[38] COc1ccc(NC(=O)CCCN2C(=O)C3C4C=CC(C4)C3C2=O)c(OC)c1 (stereo not given)
 : 0	2[fluorescence artefact?]	-1	-17	24	-4	-0.1	8	14[fluorescence artefact?]
[39] COC(=O)Nc1ccc(S(=O)(=O)n2cnc3ccccc32)cc1
 : -4	1[fluorescence artefact?]	-9	-7	2	-10	-0.3	2	46
[40] CCCc1cc(=O)[nH]c(SCC(=O)c2[nH]c(C)c(C(=O)OCC)c2C)n1
 : 2	7	7	-14	16	0	0.3	4	11
[41] COc1ccc(NC(=O)COC(=O)c2ccc(N3CCCC3=O)cc2)cc1OC
 : 3	-9	-3	-2	17	10	2.0	5	-8[fluorescence artefact?]
[42] CCC1=C(OC(=O)N(CC)CC)N2C(=O)OC(=NCCOC)[C@]2(Cc2ccccc2)[C@H]2C1=CC[C@H]1C(=O)N(CC)C(=O)[C@H]12
 : 25	3	-6	-28	10	-21	0.1	1	-5
[43] Cc1cc(C(=O)OC(C)C(=O)Nc2cccc(S(=O)(=O)N3CCOCC3)c2)c(C)o1 (stereo not given)
 : -2	2	26	-1	9	0	0.6	5	0
[44] O=C(N/N=C/c1ccsc1)c1ccc2ccccc2n1
 : -3	-3	-40	4	14	-11	1.5	0	-4
[45] CC(NC(=O)c1ccco1)C(=O)OC(C)C(=O)NCc1ccccc1 (stereo not given)
 : -39	2	-4	13	6	10	-1.2	-3	1
[46] Cc1cc(OCCCC(=O)N2CCCCC2)cc(C)c1Cl
 : 1	1	-7	-5	15	1	0.2	5	0[fluorescence artefact?]
[47] O=C(Nc1cccc(-c2cn3ccccc3n2)c1)c1cccc(Cl)c1
 : 2	-26	-14	-145	61*	-4	0.0	-1	36
[48] Cc1[nH]c(=O)[nH]c1C(=O)CCCCC(=O)OCC(=O)Nc1ccccn1
 : 0	4	15	17	6	-6	-0.2	-2	-8
[49] O=C(NC(=S)Nc1ccccc1O)c1ccc(Cl)cc1Cl
 : 26	-3	-27	-2	8	3	-0.9	1	-4
[50] COCCNC(=O)/C(C#N)=C/C=C/c1ccccc1
 : 14	1	-18	-19	3	-30	24	-6	-14
[51] Cc1c(/C=N\NC(=O)c2cccc(F)c2)cnn1C
 : 0	3[fluorescence artefact?]	5	29	5	-2	/	12	3
[52] COc1ccc(-n2c(N)c(-c3nc4ccccc4n3C)sc2=S)cc1
 : 0	-3	-11	-32	16	-2	0.0	2	7
[53] COc1cccc(C(=O)Nc2ccc(S(=O)(=O)NCc3ccco3)cc2)c1
 : 3	-1	-1	-11	10	-1	1.1	3	15
[54] CCOC(=O)c1c(CN2CCOCC2)oc2ccc(OC)cc12
 : 0	-3	-5	-1	3	0	-0.1	6	79*
[55] O=C(Cc1ccccc1)CC1(O)C(=O)Nc2ccccc21 (stereo not given)
 : -5	-5	0	6	7	5	0.2	2	12
[56] O=C(NCCN1CCOCC1)c1ccc(CSCc2cccc(Cl)c2)o1
 : -3	1	-19	-17	14	-5	1.2	1	-13
[57] NC(=O)CC(NC(=O)Cc1cccc2ccccc12)c1ccc(NCCc2ccc(F)cc2)c([N+](=O)[O-])c1 (stereo not given)
 : 26	2	-13	-17	15	-2	-0.2	-6	8
[58] COC(=O)C1CN(S(=O)(=O)c2ccccc2)CCN1S(=O)(=O)c1ccccc1 (stereo not given)
 : 2	-7	5	3	10	-5	-0.1	-9	-8
[59] COC(=O)C1CCN(S(=O)(=O)c2c(C)n(C)c(=O)n(C)c2=O)CC1
 : 1	0[fluorescence artefact?]	7	-19	7	-1	2.2	4	0
